NCF1 inh = p47phox/p22phox peptide binding inhibitors, primary screen, biochemical, uHTS, NADPH oxidase regulatory subunit; Neutrophil cytosol factor 1 (Homo sapiens), P14598; fluorescence polarization, 2 h; inhibition, % at 24.7 µM; hit rate 0.53% among 220,000; AID 1274, 2008;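 active = inhibition above about 30%, limit read from the data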;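 also: 0% = p47phox with labelled peptide and 100% = labelled peptide alone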
Target sequence (P14598 whole entry, looked up): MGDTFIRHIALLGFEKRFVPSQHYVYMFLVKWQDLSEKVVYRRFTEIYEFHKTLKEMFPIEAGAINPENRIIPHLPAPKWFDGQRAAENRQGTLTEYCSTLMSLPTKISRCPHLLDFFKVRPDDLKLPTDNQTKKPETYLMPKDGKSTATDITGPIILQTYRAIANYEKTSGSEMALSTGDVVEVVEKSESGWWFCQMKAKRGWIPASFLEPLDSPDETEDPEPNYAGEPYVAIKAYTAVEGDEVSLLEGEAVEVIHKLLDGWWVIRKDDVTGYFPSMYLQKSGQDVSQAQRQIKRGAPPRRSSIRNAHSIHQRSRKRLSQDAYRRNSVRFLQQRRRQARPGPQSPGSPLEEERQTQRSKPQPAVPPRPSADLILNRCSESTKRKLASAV
CHOP inhibitor = inhibitors of CHOP promoter induction, primary screen, cell-based, unfolded protein response, luciferase reporter; CHO-K1 CHOP-promoter luciferase, tunicamycin-induced, 15-18 h; inhibition, % at 10 µM; hit rate 3.8% among 220,000;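 active = compounds that reduced the stress-induced luciferase reporter signal by more than about 70% of percent inhibition, limit read from the data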;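 also: 0% = tunicamycin plus vehicle and 100% = wells without tunicamycin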
TNF death inh = inhibitors of TNF-alpha triggered necroptosis, primary screen, cell-based, Jurkat FADD-/-, single concentration; Jurkat FADD-/- TNF necroptosis rescue, ATP luminescence, 24 h; 0 = TNF only, 100 = no-TNF cells; activation (protection from cell death), % at 10 µM; hit rate 0.068% among 220,000;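 active = activation, meaning protection from cell death, of at least 50% relative to plate controls; inactive = activation below 50%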;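 also: necroptosis triggered by 40 ng/mL TNF-alpha added together with compound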
Runt-SMMHC FRET = inhibitors of RUNX1 Runt–CBFb-SMMHC binding, primary screen, biochemical, FRET, Cerulean-Runt, Venus-CBFb-SMMHC, uHTS; Cerulean-Runt/Venus-CBFb-SMMHC FRET ratio 530/480, 1 h; inhibition, % at 20 µM; hit rate 0.74% among 220,000; AID 1434, 2008; Runt-related transcription factor 1 (Homo sapiens) + Core-binding factor subunit beta …;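 active = mean inhibition across duplicate retests at 20 µM reaching about 50%, limit read from the data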;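 also: 0% = DMSO wells and 100% = wells with excess untagged CBFb-SMMHC; inhibitors lower the FRET ratio by blocking Runt binding to CBFb-SMMHC; some results filed as inactive read as strong as hits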
Target sequence (Q01196 whole entry, looked up): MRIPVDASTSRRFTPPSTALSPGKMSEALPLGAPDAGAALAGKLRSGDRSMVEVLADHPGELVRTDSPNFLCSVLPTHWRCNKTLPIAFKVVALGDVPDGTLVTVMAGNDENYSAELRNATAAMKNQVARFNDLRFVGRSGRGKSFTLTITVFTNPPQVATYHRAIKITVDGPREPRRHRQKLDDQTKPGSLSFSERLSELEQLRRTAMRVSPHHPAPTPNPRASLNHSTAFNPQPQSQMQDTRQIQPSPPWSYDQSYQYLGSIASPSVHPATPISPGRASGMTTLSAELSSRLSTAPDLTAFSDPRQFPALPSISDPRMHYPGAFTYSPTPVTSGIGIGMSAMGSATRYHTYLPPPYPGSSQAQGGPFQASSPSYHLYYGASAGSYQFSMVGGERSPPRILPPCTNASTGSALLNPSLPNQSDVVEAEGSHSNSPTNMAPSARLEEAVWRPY
Target sequence (Q13951 whole entry, looked up): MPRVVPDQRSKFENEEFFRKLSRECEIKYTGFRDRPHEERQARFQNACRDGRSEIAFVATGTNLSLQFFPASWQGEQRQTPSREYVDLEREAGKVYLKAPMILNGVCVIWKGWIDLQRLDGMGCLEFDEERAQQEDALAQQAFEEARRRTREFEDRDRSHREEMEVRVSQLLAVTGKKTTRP
zfTRPN1 agonist = zebrafish TRPN1 channel agonists, primary screen, cell-based, HEK293, calcium fluorescence | activation, % at 3 µM | hit rate 0.18% among 220,000 | HEK293 zebrafish TRPN1-YFP, Fluo-8 calcium fluorescence; 100% = response to 87 µM carbachol | transient receptor potential cation channel N1 (TRPN1/NompC), Danio rerio;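 active = activation above its plate's cutoff, the mean activation of test wells on that plate plus 3 SD, cut at about 19% in these data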;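 also: 0% = DMSO alone and 100% = 87 µM carbachol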
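Control set: carbachol 87 µM as high control, DMSO as low control; system: HEK293 stable line with zebrafish TRPN1-YFP; read-out: % activation versus carbachol response; detection: intracellular calcium fluorescence with Fluo-8; doses: single test compound dose, 3 µM nominal, 0.3% DMSO; schedule: dye 1 h 37 °C plus 30 min RT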
PPC-1+TRAIL kill = compounds killing PPC-1 cancer cells with TRAIL present, primary screen, TRAIL potentiator project, ATPLite luminescence, uHTS | PPC-1 cells + TRAIL, ATPLite viability luminescence | AID 1443, 2008 | cell killing (% activity), % at 4 µM | hit rate 0.41% among 220,000;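 active = cell killing above 50% in the first pass at 4 µM, then a duplicate retest at 5 µM averaging 50% or more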;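 also: plate controls were cells with TRAIL plus DMSO for no effect and medium-only wells lacking cells for full effect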
TRPML3 agonist = human TRPML3 channel agonists, primary screen, cell-based, HEK293 TRPML3-YFP, Fluo-8 calcium fluorescence, 3 µM; Mucolipin-3 (Homo sapiens), Q8TDD5; 100% = the carbachol control signal; activation, % at 3 µM; hit rate 0.29% among 220,000; AID 1448, 2008;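 active = activation above its plate's cutoff, the mean activation of the plate's test wells plus 3 SD, cut at about 12% in these data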;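 also: 0% = DMSO only wells and 100% = carbachol wells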
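Test system – HEK293 line with stable expression of human TRPML3-YFP channel · Control set – carbachol 87 µM final as high control (100%), DMSO as low control (0%) · Signal – Fluo-8 calcium dye fluorescence, ex 470-495, em 515-575 nm · Incubation – 1-h 37 °C dye load, 5-s basal, 120-s post-compound reads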
EBV gp42 block = Epstein-Barr virus gp42 inhibitors, primary screen, biochemical, uHTS, fluorescence polarization. inhibition, % (tested at 21.74 µM). hit rate 0.42% among 220,000. Glycoprotein 42 (Epstein-Barr virus (strain AG876)), Q1HVG2. AID 1085, 2008. Fluorescence polarization binding assay, mP read-out; in the data active = inhibition above about 50%
MDM2 E3 inh = MDM2-luciferase reporter signal enhancers, primary screen, MDM2 E3 ligase inhibitor project, cell-based, luminescence, 1536-well. E3 ubiquitin-protein ligase Mdm2 (Homo sapiens), Q00987. cell-based MDM2 ubiquitination luciferase reporter, 2 h; 0 = plate control, 100 = twice control, blank-subtracted. signal enhancement, % at 5 µM. hit rate 0.11% among 210,000;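 active = signal enhancement of 30% or more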;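 also: luminescence tracks abundance of the self-degrading MDM2-luciferase fusion protein; higher signal means inhibition of MDM2 E3 ligase activity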
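test system = mammalian cells stably expressing self-ubiquitinating, self-degrading MDM2 E3–luciferase fusion | quantity = 2000 cells/well | incubation = cell settling 4 h, compound treatment 2 h, both 37 °C | signal = luminescence with SteadyLite reagent, 15 min at room temperature | evaluation = % enhancement relative to plate controls after blank subtraction | benchmarks = plate controls and plate blanks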
An asterisk follows results filed as active.

For Cn1c(=O)c(C(=O)COC(=O)c2cc(-c3ccccc3)nc3ccccc23)c(N)n(Cc2ccccc2)c1=O the results were NCF1 inh -114, CHOP inhibitor 18, TNF death inh 4.1, Runt-SMMHC FRET -2, zfTRPN1 agonist 2.4, PPC-1+TRAIL kill 13, TRPML3 agonist -0.1 and EBV gp42 block -73.
Screening Cc1ccc(-n2c(SCC(=O)N3CCOCC3)nnc2-c2cccnc2)cc1 returned NCF1 inh 1, CHOP inhibitor -4, TNF death inh -2.0, Runt-SMMHC FRET -4, zfTRPN1 agonist 1.0, PPC-1+TRAIL kill 7, TRPML3 agonist 0.2, EBV gp42 block -5 and MDM2 E3 inh 2.
For CC12CCC(=O)N1C(C(=O)OCC(=O)Nc1ccc(Cl)c(Cl)c1)CS2 (configuration not stated) the results were NCF1 inh -12, CHOP inhibitor 30, TNF death inh 1.7, Runt-SMMHC FRET 2, zfTRPN1 agonist 6.4, PPC-1+TRAIL kill 5, TRPML3 agonist 2.0, EBV gp42 block -4 and MDM2 E3 inh -7.
`O=C(CNC(=O)c1cccc(F)c1)N/N=C/c1ccc([N+](=O)[O-])s1` gave NCF1 inh -3, CHOP inhibitor -1, TNF death inh -7.1, Runt-SMMHC FRET -4, zfTRPN1 agonist -1.1, TRPML3 agonist -0.6, EBV gp42 block 10 and MDM2 E3 inh -6.
`CCOc1ccc(N2C(=O)CCC2=O)cc1` gave NCF1 inh 10, CHOP inhibitor 40, TNF death inh -0.8, Runt-SMMHC FRET -2, zfTRPN1 agonist 0.9, PPC-1+TRAIL kill 3, TRPML3 agonist 0.1, EBV gp42 block -5 and MDM2 E3 inh -34.
`CCCC1(C(=O)OCC)NC(c2ccc(O)cc2)C2C(=O)N(c3ccc4c(c3)OCCO4)C(=O)C21` (configuration not stated) gave NCF1 inh -12, CHOP inhibitor 31, TNF death inh -1.3, Runt-SMMHC FRET 2, zfTRPN1 agonist 2.0, PPC-1+TRAIL kill 4, TRPML3 agonist 0.9, EBV gp42 block -17 and MDM2 E3 inh -4.
For N#C/C(=C\c1ccc(-c2ccc(F)cc2)o1)C(=O)Nc1nc(-c2cccs2)cs1 the results were NCF1 inh -13, CHOP inhibitor -17, TNF death inh 0.9, Runt-SMMHC FRET -32, zfTRPN1 agonist 1.2, PPC-1+TRAIL kill 12, TRPML3 agonist 0.2, EBV gp42 block 12 and MDM2 E3 inh -6.
For CCc1nc2cc([N+](=O)[O-])c([N+](=O)[O-])cc2[nH]1 the results were NCF1 inh -10, CHOP inhibitor 10, TNF death inh 39, Runt-SMMHC FRET -2, zfTRPN1 agonist -0.5, PPC-1+TRAIL kill -2, TRPML3 agonist 0.6, EBV gp42 block -7 and MDM2 E3 inh 14.
`Cc1nc2ccccc2c(=O)n1/N=C/c1ccccn1` gave NCF1 inh -12, CHOP inhibitor -2, TNF death inh -2.5, Runt-SMMHC FRET 1, zfTRPN1 agonist 0.8, PPC-1+TRAIL kill -2, TRPML3 agonist 0.4, EBV gp42 block -8 and MDM2 E3 inh -15.
`O=C(Nc1cccc(-c2nnco2)c1)c1cccs1` gave NCF1 inh -5, CHOP inhibitor -3, TNF death inh -0.9, Runt-SMMHC FRET -1, zfTRPN1 agonist 0.9, PPC-1+TRAIL kill 19, TRPML3 agonist 0.6, EBV gp42 block -4 and MDM2 E3 inh -10.
O=C1CC(Sc2ncccn2)C(=O)N1c1ccccc1 (configuration not stated) was read as NCF1 inh -11, CHOP inhibitor 32, TNF death inh 1.5, Runt-SMMHC FRET -3, zfTRPN1 agonist 2.9, PPC-1+TRAIL kill 21, TRPML3 agonist 1.0, EBV gp42 block -4 and MDM2 E3 inh -4.
Cc1ccc(C)c(S(=O)(=O)NCc2ccc(C(=O)N3CCCCCC3)cc2)c1 was read as NCF1 inh 3, CHOP inhibitor -3, TNF death inh 0.3, Runt-SMMHC FRET 0, zfTRPN1 agonist 0.5, PPC-1+TRAIL kill 12, TRPML3 agonist 0.2, EBV gp42 block -3 and MDM2 E3 inh -15.
For CCCCCc1nnc(NC(=O)OCCC)s1 the results were NCF1 inh 3, CHOP inhibitor 15, TNF death inh -0.7, Runt-SMMHC FRET -10, zfTRPN1 agonist -0.1, PPC-1+TRAIL kill 17, TRPML3 agonist -0.8, EBV gp42 block 5 and MDM2 E3 inh -25.
`CCOc1ccc2[nH]c(=O)c(CN(Cc3cccnc3)C(=O)Nc3ccccc3OC)cc2c1` gave NCF1 inh -14, CHOP inhibitor 7, TNF death inh -2.4, Runt-SMMHC FRET 1, zfTRPN1 agonist 0.8, PPC-1+TRAIL kill 4, TRPML3 agonist -0.2, EBV gp42 block -3 and MDM2 E3 inh -2.
O=C(O)c1ccc(C2SCC(=O)N2Cc2ccccc2)cc1 (configuration not stated) was read as NCF1 inh -18, CHOP inhibitor 21, TNF death inh -1.5, Runt-SMMHC FRET 0, zfTRPN1 agonist 1.0, PPC-1+TRAIL kill 5, TRPML3 agonist 0.3, EBV gp42 block -20 and MDM2 E3 inh -6.
CCOC(=O)N1CCN(C(=O)/C(=C/c2cccc3ccccc23)NC(=O)c2ccc(OC)cc2)CC1 was read as NCF1 inh -15, CHOP inhibitor 16, TNF death inh -6.6, Runt-SMMHC FRET -2, zfTRPN1 agonist -1.6, PPC-1+TRAIL kill -19, TRPML3 agonist -0.6, EBV gp42 block -8 and MDM2 E3 inh -2.
For CC(C)n1nc(C(=O)Nc2cccc(S(=O)(=O)NCc3ccco3)c2)c2ccccc2c1=O the results were NCF1 inh -33, CHOP inhibitor 4, TNF death inh -3.5, Runt-SMMHC FRET 4, zfTRPN1 agonist 0.0, PPC-1+TRAIL kill 0, TRPML3 agonist -0.2 and EBV gp42 block -18.
For COc1ccc(CNC(=O)C(OC(C)=O)c2ccccn2)cc1 (configuration not stated) the results were NCF1 inh 2, CHOP inhibitor -14, TNF death inh -2.2, Runt-SMMHC FRET 6, zfTRPN1 agonist 0.1, PPC-1+TRAIL kill -8, TRPML3 agonist 0.6, EBV gp42 block -5 and MDM2 E3 inh -10.
For O=C(NCc1cccnc1)/C(=C/c1ccc(-c2cccc(Cl)c2)o1)S(=O)(=O)c1ccccc1 the results were NCF1 inh -13, CHOP inhibitor 94*, TNF death inh -22, Runt-SMMHC FRET 3, zfTRPN1 agonist 0.9, PPC-1+TRAIL kill 6, TRPML3 agonist 0.2, EBV gp42 block -4 and MDM2 E3 inh -17.
Screening O=C(CSc1cccc[n+]1[O-])Nc1ccc(N2CCOCC2)cc1 returned NCF1 inh 3, CHOP inhibitor 2, TNF death inh 0.0, Runt-SMMHC FRET 4, zfTRPN1 agonist 0.8, PPC-1+TRAIL kill 14, TRPML3 agonist 1.0, EBV gp42 block -3 and MDM2 E3 inh -12.
Screening Cc1cc2nc(CN(C)Cc3c(C(=O)N(C)C)nc4ccc(Cl)cn34)[nH]c2cc1C returned NCF1 inh -9, CHOP inhibitor -9, TNF death inh 0.7, Runt-SMMHC FRET 3, zfTRPN1 agonist -1.3, PPC-1+TRAIL kill -4, TRPML3 agonist -0.2, EBV gp42 block -21 and MDM2 E3 inh 0.
Screening S=C(Nc1cccc(Cl)c1)N1CCOCC1 returned NCF1 inh -13, CHOP inhibitor 18, TNF death inh -3.3, Runt-SMMHC FRET 5, zfTRPN1 agonist 0.3, PPC-1+TRAIL kill 3, TRPML3 agonist 1.0, EBV gp42 block -2 and MDM2 E3 inh -2.
Screening N#Cc1c(C(F)(F)F)cc(-c2cccs2)nc1SCc1cccnc1 returned NCF1 inh 11, CHOP inhibitor 11, TNF death inh -14, Runt-SMMHC FRET 6, zfTRPN1 agonist 0.0, PPC-1+TRAIL kill 25, TRPML3 agonist 0.6, EBV gp42 block -14 and MDM2 E3 inh -5.
`COc1ccc(C(=O)/C=C/c2ccccc2)c(O)c1` gave NCF1 inh 1, CHOP inhibitor -52, TNF death inh 4.3, Runt-SMMHC FRET -4, zfTRPN1 agonist -1.8, PPC-1+TRAIL kill 24, TRPML3 agonist -0.6, EBV gp42 block -16 and MDM2 E3 inh 4.
Cc1c(NC(=S)N/C(=N/S(=O)(=O)c2ccccc2)c2ccccc2)c(=O)n(-c2ccccc2)n1C was read as NCF1 inh -9, CHOP inhibitor 2, TNF death inh 1.0, Runt-SMMHC FRET -1, zfTRPN1 agonist 0.3, PPC-1+TRAIL kill 16, TRPML3 agonist 0.8, EBV gp42 block -1 and MDM2 E3 inh -2.
Screening COC(=O)C(CC(=O)c1ccc(Cl)cc1)c1ccc(C(C)C)cc1 (configuration not stated) returned NCF1 inh 32*, CHOP inhibitor 10, TNF death inh -3.0, Runt-SMMHC FRET -1, zfTRPN1 agonist 0.5, PPC-1+TRAIL kill 5, TRPML3 agonist 0.4, EBV gp42 block -16 and MDM2 E3 inh -6.
Screening O=C(CC(c1ccccc1)c1ccco1)N1CCCCC1 (configuration not stated) returned NCF1 inh 1, CHOP inhibitor -3, TNF death inh -0.3, Runt-SMMHC FRET -23, zfTRPN1 agonist -1.7, PPC-1+TRAIL kill 4, TRPML3 agonist -0.2, EBV gp42 block 0 and MDM2 E3 inh -5.
`CNC(=S)Nc1cccc([N+](=O)[O-])c1` gave NCF1 inh -5, CHOP inhibitor -3, TNF death inh 0.1, Runt-SMMHC FRET 0, zfTRPN1 agonist 1.9, PPC-1+TRAIL kill 14, TRPML3 agonist 0.8, EBV gp42 block -10 and MDM2 E3 inh 2.
O=C(Nc1ccc(F)cc1)Nc1ccccc1N1CCCCC1 was read as NCF1 inh -2, CHOP inhibitor 31, TNF death inh -1.8, Runt-SMMHC FRET 3, zfTRPN1 agonist 3.5, PPC-1+TRAIL kill 21, TRPML3 agonist -0.5, EBV gp42 block -8 and MDM2 E3 inh -5.
CC(=O)NC1=NC(=O)/C(=C/c2cc(C)n(-c3ccc(NC(C)=O)cc3)c2C)S1 was read as NCF1 inh -101, CHOP inhibitor -20, TNF death inh -1.0, Runt-SMMHC FRET 16, zfTRPN1 agonist 2.4, PPC-1+TRAIL kill 24, TRPML3 agonist 1.1, EBV gp42 block -60 and MDM2 E3 inh -1.
